# Screening data deposited in PubChem by several laboratories.
# OXTR ag – human OXTR agonism. P30559. CHO-OTR cells, Fluo-8 calcium fluorescence; normalized: DMSO 0%, oxytocin 100%. activation, % at 3 µM. 0.32% of 320,000 active. AID 2435;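 active = activation above the mean of all tested compounds plus 3 SD, cutoff set per screening run, cut at about 20% in these data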;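 also: peak over basal fluorescence ratio from a 100 s FLIPR kinetic read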
# M18AAP inhibitor – PfM18AAP enzyme inhibition; AID 1822; inhibition, % at 7.35 µM; recombinant PfM18AAP, H-Glu-NHMec fluorogenic cleavage; 1.2% of 290,000 active;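 active = inhibition above the campaign mean inhibition over all tested compounds plus 3 SD, cut at about 28% in these data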;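 also: 0% = plate median of test compound wells and 100% = 2 mM ZnCl2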
# MEKK2 mut-MEK5 – signal of MEK5 binding to mutant human MEKK2 PB1 domain; bead flow cytometry, Alexa488-MEK5 binding to MEKK2 mutant; percent response, % at 10 µM; 0.35% of 290,000 active; in the data active = percent response above about 24%, passing the limit was not always enough; also: inactives centre near 1; some results filed as inactive read as strong as hits; reference of the scale not given here
# FID counter – counter-screen for HCV NS3 helicase inhibitors: DNA intercalator displacement; 0.17% of 290,000 active; inhibition, % at 7.9 µM; DNA fluorescent intercalator displacement, fluorescence; AID 1845; in the data active = inhibition above about 37%;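 also: 0% = vehicle and 100% = reference compound; higher means more ethidium bromide displaced from hairpin DNA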
# PHOSPHO1 block – inhibitors of human PHOSPHO1 phosphatase | Q8TCT1 | recombinant PHOSPHO1, absorbance phosphatase assay | inhibition, % at 13.3 µM | 1.1% of 290,000 active | AID 1565; in the data active = inhibition above about 60%
# Target sequence (Q8TCT1 whole entry, looked up): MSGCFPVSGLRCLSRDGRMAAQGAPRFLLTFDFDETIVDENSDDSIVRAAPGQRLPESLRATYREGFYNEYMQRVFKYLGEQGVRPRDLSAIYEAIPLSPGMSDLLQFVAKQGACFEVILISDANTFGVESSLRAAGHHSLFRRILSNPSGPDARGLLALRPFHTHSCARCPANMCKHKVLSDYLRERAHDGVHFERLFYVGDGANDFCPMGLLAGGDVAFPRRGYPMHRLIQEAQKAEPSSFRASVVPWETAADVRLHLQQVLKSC
# NALP1 inh – NALP1 inhibition | inhibition, % at 10 µM | 0.61% of 280,000 active | S. cerevisiae NALP1/ASC/caspase-1 growth, X-gal OD620, 72 h; in the data active = inhibition mostly above about 24%, no sharp cut-off; inactive = mostly below about 32%; also: some compounds called inactive have numbers as strong as hits
# MEKK2 WT-MEK5 – raises or lowers MEK5 binding to wildtype human MEKK2 PB1 domain; Q9Y2U5; bead flow cytometry, Alexa488-MEK5 binding to MEKK2 WT; actives lie on both sides; binding response (% of control), % at 10 µM; 1.1% of 290,000 active; AID 1531; in the data active = binding response below about 67% or above about 130%
# GPR7 antagonist – blocks human GPR7 receptor signaling; GPR7-expressing cells, fluorescence antagonist assay; inhibition, % at 4.4 µM; P48145; 1.1% of 290,000 active; AID 1861; in the data active = inhibition above about 16%, passing the limit was not always enough;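 also: cells stimulated with the agonist NPW; 0% = agonist with vehicle and 100% = vehicle without agonist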
# MEKK3 PB1 HTS – raises or lowers MEK5 binding to the human MEKK3 PB1 domain | Q99759 | bead-based flow cytometry, Alexa488-MEK5 binding to MEKK3; actives lie on both sides; 0 = blocked by unlabeled MEK5, 100 = vehicle | binding response (% of control), % at 10 µM | 1.4% of 290,000 active | AID 1529;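 active = binding response more than 3 SD above or below the average of its plate-row segment, actives on both sides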;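 also: Alexa488 bead fluorescence after subtracting the streptavidin-only scavenger bead signal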
# Target sequence (Q99759 whole entry, looked up, the tested form may be a part): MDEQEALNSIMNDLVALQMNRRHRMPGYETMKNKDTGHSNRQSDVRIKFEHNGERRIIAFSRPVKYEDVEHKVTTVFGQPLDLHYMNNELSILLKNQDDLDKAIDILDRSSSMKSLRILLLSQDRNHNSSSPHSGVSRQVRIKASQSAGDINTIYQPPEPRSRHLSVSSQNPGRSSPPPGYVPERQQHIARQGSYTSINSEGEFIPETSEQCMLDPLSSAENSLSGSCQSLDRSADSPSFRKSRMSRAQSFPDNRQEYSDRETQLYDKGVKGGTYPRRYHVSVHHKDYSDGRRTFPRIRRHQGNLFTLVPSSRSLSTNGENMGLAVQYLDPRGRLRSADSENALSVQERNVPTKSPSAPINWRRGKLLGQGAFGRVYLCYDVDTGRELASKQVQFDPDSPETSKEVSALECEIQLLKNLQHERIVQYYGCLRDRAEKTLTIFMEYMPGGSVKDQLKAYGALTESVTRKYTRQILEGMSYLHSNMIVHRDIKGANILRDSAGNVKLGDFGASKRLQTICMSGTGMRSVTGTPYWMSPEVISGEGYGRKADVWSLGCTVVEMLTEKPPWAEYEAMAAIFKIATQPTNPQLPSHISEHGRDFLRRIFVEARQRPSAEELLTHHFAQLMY
# Numbers without * were called inactive; nt = no result given; [ ] = remark or other dose.
SMILES,OXTR ag,M18AAP inhibitor,MEKK2 mut-MEK5,FID counter,PHOSPHO1 block,NALP1 inh,MEKK2 WT-MEK5,GPR7 antagonist,MEKK3 PB1 HTS
Cc1ccccc1N1C(=O)c2sc3nc4c(c(=O)n3c2C1=O)CCC4,-0.1,3,-6,-9,-2,-10,93,-11,101
COc1ccccc1NC(=O)CCCN1C(=O)C2CC=CCC2C1=O (stereo unspecified),0.7,-1,-2,-18,22,0,100,-9,102
CN1CCN(C2=C(NS(=O)(=O)c3ccccc3)C(=O)c3ccccc3C2=O)CC1,0.2,9,1,20,-4,-13,97,-9,99
COC(=O)C1=C(C)NC(C)=C(C(=O)OC)C1c1ccc(OC(=O)c2ccco2)cc1,0.1,-1,-1,-21,-11,3,103,17,104
Cc1cccc(C)c1N1CCN(S(=O)(=O)N2CCCCC2)CC1,-0.9,-2,-2,-18,-46,12,99,-7,99
O=c1c2ccccc2nc(/C=C/c2ccccc2)n1CCc1ccccc1,-2.7,-1,14,-4,-11,20,107,-8,102
COc1ccc(C(C#N)N2CCCCCC2)cc1OC (stereo unspecified),-0.3,-2,2,4,-6,-2,112,-6,108
CCN(CC(=O)NCc1ccc(Cl)cc1)C(=O)Cc1ccccc1[N+](=O)[O-],nt,0,4,-23,25,21,106,-11,104
CCCSc1nnc2nc3c(nn12)c1ccccc1n3C,-2.1,2,11,-6,-10,32,108,-2,107
CSc1ccccc1C(=O)NCc1ccc(S(N)(=O)=O)cc1,-0.8,11,-1,4,22,20,102,6,101
CCSc1nnc(NC(=O)CSc2nnc(Cc3cccn3C)n2-c2ccc(F)cc2)s1,nt,0,nt,-42,30,2,nt,-14,nt
C/C(=N\Nc1nc2c(s1)CCCC2)c1ccccc1,-0.7,15,5,-5,56,87,114,-5,103
CC1(NC(=O)c2cc(S(=O)(=O)N3CCCCC3)ccc2Cl)CCS(=O)(=O)C1 (stereo unspecified),1.1,-4,1,-3,2,-3,99,7,99
COc1ccc(C(=O)CC(=O)C(=O)Nc2ccccc2Cl)cc1,-0.7,2,8,-12,16,-12,104,-14,104
c1ccc(-c2nnc(NC3=NCCC3)o2)cc1,1.2,8,-5,-3,45,10,102,-2,98
COc1ccc(C(=O)N2CCC(C(=O)Nc3ccc(OC)c(OC)c3)CC2)cc1,-0.4,1,8,-18,1,15,102,-8,103
Cc1ccc(C(=O)NC(=S)Nc2ccc(CN3CCOCC3)cc2)cc1,4.1,3,9,-12,-24,10,112,-16,106
C=CCn1c(NCc2cc(Cl)ccc2O)nc2ccccc21,2.5,6,4,3,nt,9,103,5,99
Cc1ccc(C)c2c1cc(C)c1nnc(SCC(=O)Nc3cccc(C(=O)O)c3)n12,0.1,-15,-5,-17,-21,nt,83,10,87
Cc1c(NC(=S)NC(=O)c2ccc(COc3ccccc3)cc2)cccc1C(=O)O,-0.3,-1,4,-38,43,-10,100,-10,98
Cn1ccsc1=NC(=O)c1ccc(Cl)cc1,-0.5,-8,5,0,45,-4,101,-4,104
COc1ccccc1NC(=O)c1cc([N+](=O)[O-])ccc1NCCN1C(=O)CCC1=O,5.9,4,-1,1,51,17,95,-2,97
Oc1c(Br)cc(Cl)cc1C=Nc1ccc(N2CCOCC2)cc1,0.0,17,-18,5,40,-11,54*[inhibitor],2,89
Cc1ccc(NC(=O)CSc2nc3ccccc3c(=O)n2CCCN2CCCCC2)cc1C,0.2,-5,4,26,11,8,149*,16,101
O=C(O)c1ccc(S(=O)(=O)NC2CCCCC2)cc1,0.8,-12,-2,0,-4,-10,94,3,93
CCN1CCN(CCn2c(=S)[nH]c3ccccc3c2=O)CC1,0.8,4,2,-6,42,11,110,-2,105
C[C@H](NC(=O)c1nc[nH]c1C(=O)N[C@@H](CCCCNC(=O)OC(C)(C)C)C(=O)OC(C)(C)C)c1ccccc1,-2.0,nt,2,nt,-4,nt,95,nt,97
O=C(Nc1ccc2snnc2c1)N1CCN(c2ccccc2)CC1,3.8,3,-2,-10,-33,-6,98,13,100
O=C(NCc1ccccc1)c1ccccc1-c1nc2ccccc2[nH]1,-1.7,7,14,-7,-1,6,112,-4,108
CC1CCc2ccc(F)cc2N1S(=O)(=O)c1cccs1 (stereo unspecified),-1.5,2,0,-8,-31,3,97,-10,95
O=C(COC(=O)c1cnc(Cl)c(Cl)c1)NCCC1=CCCCC1,-0.1,0,-4,-16,15,17,93,-2,90
CC1CCC/C(=C\Nc2ccc(O)cc2)C1=O (stereo unspecified),-0.5,22,-1,-25,70*,-2,97,-8,98
Cc1sc2nc(COC(=O)c3ccc(Cl)c(N)c3)[nH]c(=O)c2c1C,2.7,-2,-4,-13,25,-2,101,-2,101
COc1ccc(CC(=O)NC2CCN(Cc3nnnn3C(C)(C)C)CC2)cc1OC,0.5,6,-4,-7,10,10,96,3,96
COc1ccc(NC(=O)COc2ccc(CNCCCN3CCOCC3)cc2OC)cc1,1.0,-2,-2,26,8,20,93,-4,99
COCCCNC(=O)CCc1nnc2ccc(N3CCC(C)CC3)nn12,-0.4,-2,3,-25,-20,23,105,-13,103
NNC(=O)c1ccc(Cn2cc(Cl)cn2)cc1,-0.3,0,-2,-3,-4,25,100,-3,98
S=c1[nH]nc(COc2ccc(Cl)cc2)n1C1CCCCC1,2.2,7,-18,-34,14,19,104,-12,73
COCc1cc(C)nc(SCC(=O)Nc2cccc3cccnc23)c1C#N,-0.1,-7,12,-2,-59,21,109,-3,109
COc1ccc(C(=S)N2CCOCC2)cc1OC(=O)c1ccc([N+](=O)[O-])cc1,0.7,23,2,-22,-13,16,100,15,100
O=C(NN1S(=O)(=O)c2ccccc2S1(=O)=O)c1ccc(Br)cc1,0.7,4,-3,1,-55,22,92,-11,91
CC(C)(C)c1ccc(SCCc2cccnc2)cc1,-3.6,-3,-1,-4,27,-10,100,-5,100
COc1ccc(/C=N/NC(=S)N[C@H]2CC3CCC2C3)cc1 (stereo partly specified),-1.9,0,-21,-15,34,9,91,-24,89
CCn1c(SCC(=O)N/N=C/C(C)=C\c2ccco2)nnc1-c1ccccc1,-1.5,6,1,-26,0,24,87,-5,100
CC(Sc1ccc(Cl)cc1)C(=O)NCc1ccc2c(c1)OCO2 (stereo unspecified),-2.4,-6,5,-9,5,14,100,-9,100
CCCSCCCNC(=O)Cn1c(=O)c2cccn2c2ccccc21,-0.9,6,7,-25,28,5,109,-3,105
FC(F)(F)c1ccc2c(c1)N1CCCC1CN2 (stereo unspecified),-0.8,2,-13,-6,-3,3,79,1,87
CN1C[C@H](C(=O)NC2(C)OC3(O)[C@@H]4CCCN4C(=O)[C@H](Cc4ccccc4)N3C2=O)CC2c3cccc4[nH]cc(c34)C[C@H]21 (stereo partly specified),0.2,nt,3,nt,nt,nt,112,nt,97
Fc1ccc(Cn2nnc(-c3ccc(CN4CCOCC4)cc3)n2)cc1,5.8,2,-3,-8,-14,-1,102,17,87
COc1cc(NC(=O)CSc2nc(C)cc(C)n2)cc(OC)c1OC,0.6,-4,-3,-12,34,3,100,7,99
c1ccc2c(c1)OCCOCCOc1ccccc1OCCOCCO2,4.4,10,2,-10,-6,29,103,4,105
BrC(=C\c1ccccc1)/C=N/Nc1ccc2nncn2n1,6.6,32*,1,-8,23,nt,104,-10,104
Cc1ccc(OCCOC(=O)Cn2nc(C)c([N+](=O)[O-])c2C)cc1,-1.3,3,-1,-18,44,26,111,18,112
CCS(=O)(=O)c1ccc2oc(SCC(=O)Nc3ccc(OC)cc3)nc2c1,0.9,-5,-6,3,-4,-30,96,0,96
O=C(Nc1ccc(N2CCOCC2)cc1N1CCOCC1)c1cccc([N+](=O)[O-])c1,0.6,4,0,-17,31,13,104,-8,106
Cc1ccc(S(=O)(=O)NCc2ccc(C(=O)NCCCN3CCC(Cc4ccccc4)CC3)cc2)cc1,14,4,40,23,-11,52,161*,19,106
O=C(Nc1ccc2c(c1)C(=O)NC2=O)c1cccc(C(F)(F)F)c1,-0.8,4,-4,-6,41,-66,95,-3,95
CCOC(=O)c1sc(NC(=O)CCN2CCCCCC2)c(C(=O)OCC)c1C,-0.8,1,8,-6,36,-15,120,-9,106
COc1ccc(CCNc2nc(-c3ccc(O)cc3)cs2)cc1OC,13,7,1,-19,4,27,99,-13,99
CC(C)Oc1ccc(OCCNC2CCCC2)cc1,1.9,2,1,-3,3,55,99,-3,101
COc1cc(C(=O)NCC2CCCO2)ccc1OCc1ccccc1Cl (stereo unspecified),0.0,-1,3,-33,nt,17,112,8,104
CC1CCN(S(=O)(=O)c2ccc3c(c2)N(C)C(=O)CC(=O)N3C)CC1,0.9,19,3,-14,39,11,101,-5,101
Cc1ccc(S(=O)(=O)N2CCOCC2)cc1C(=O)OCC(=O)N1CCc2ccccc2C1,nt,-12,0,-29,23,12,98,5,97

# Filtered by structure: the entries above with a Cl atom.
SMILES,OXTR ag,M18AAP inhibitor,MEKK2 mut-MEK5,FID counter,PHOSPHO1 block,NALP1 inh,MEKK2 WT-MEK5,GPR7 antagonist,MEKK3 PB1 HTS
CCN(CC(=O)NCc1ccc(Cl)cc1)C(=O)Cc1ccccc1[N+](=O)[O-],nt,0,4,-23,25,21,106,-11,104
CC1(NC(=O)c2cc(S(=O)(=O)N3CCCCC3)ccc2Cl)CCS(=O)(=O)C1 (stereo unspecified),1.1,-4,1,-3,2,-3,99,7,99
COc1ccc(C(=O)CC(=O)C(=O)Nc2ccccc2Cl)cc1,-0.7,2,8,-12,16,-12,104,-14,104
C=CCn1c(NCc2cc(Cl)ccc2O)nc2ccccc21,2.5,6,4,3,nt,9,103,5,99
Cn1ccsc1=NC(=O)c1ccc(Cl)cc1,-0.5,-8,5,0,45,-4,101,-4,104
Oc1c(Br)cc(Cl)cc1C=Nc1ccc(N2CCOCC2)cc1,0.0,17,-18,5,40,-11,54*[inhibitor],2,89
O=C(COC(=O)c1cnc(Cl)c(Cl)c1)NCCC1=CCCCC1,-0.1,0,-4,-16,15,17,93,-2,90
Cc1sc2nc(COC(=O)c3ccc(Cl)c(N)c3)[nH]c(=O)c2c1C,2.7,-2,-4,-13,25,-2,101,-2,101
NNC(=O)c1ccc(Cn2cc(Cl)cn2)cc1,-0.3,0,-2,-3,-4,25,100,-3,98
S=c1[nH]nc(COc2ccc(Cl)cc2)n1C1CCCCC1,2.2,7,-18,-34,14,19,104,-12,73
CC(Sc1ccc(Cl)cc1)C(=O)NCc1ccc2c(c1)OCO2 (stereo unspecified),-2.4,-6,5,-9,5,14,100,-9,100
COc1cc(C(=O)NCC2CCCO2)ccc1OCc1ccccc1Cl (stereo unspecified),0.0,-1,3,-33,nt,17,112,8,104
